High-throughput results (PubChem BioAssay)
Scp1 inh: inhibitors of human Scp-1 phosphatase; Q9GZU7; Recombinant Scp1, phosphopeptide, malachite green phosphate absorbance; inhibition, % at 20 µM; 340,000 tested, 0.88% active; AID 493091;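 active = inhibition above about 50% at 20 µM, limit read from the data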;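 also: plate controls were DMSO wells with enzyme for no effect and wells lacking enzyme for full effect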
Target sequence (Q9GZU7 76-261 limits assumed): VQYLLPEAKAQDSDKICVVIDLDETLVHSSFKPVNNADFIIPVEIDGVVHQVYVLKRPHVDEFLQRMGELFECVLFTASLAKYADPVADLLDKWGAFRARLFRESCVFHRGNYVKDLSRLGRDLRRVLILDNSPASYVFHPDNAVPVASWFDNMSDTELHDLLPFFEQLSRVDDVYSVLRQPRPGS
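Test system: SCP-1 phosphatase catalytic domain, residues 76-261 | Compound dosing: One concentration, 20 µM, with 1.0% DMSO | Schedule: 45 min room-temperature reaction, 5 min colour, 30 min stabiliser | Detection: Absorbance at 630 nm | Read-out basis: % inhibition of SCP-1 phosphate liberation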
E coli Lon inh: inhibitors of E. coli Lon protease; inhibition, % at 7.94 µM; purified E. coli Lon protease, fluorescence polarization; P0A9M0; 360,000 tested, 0.42% active; in the data active = inhibition above about 13%, passing the limit was not always enough;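 also: 0% = enzyme with probe and DMSO and 100% = no enzyme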
Target sequence (P0A9M0 whole entry, looked up): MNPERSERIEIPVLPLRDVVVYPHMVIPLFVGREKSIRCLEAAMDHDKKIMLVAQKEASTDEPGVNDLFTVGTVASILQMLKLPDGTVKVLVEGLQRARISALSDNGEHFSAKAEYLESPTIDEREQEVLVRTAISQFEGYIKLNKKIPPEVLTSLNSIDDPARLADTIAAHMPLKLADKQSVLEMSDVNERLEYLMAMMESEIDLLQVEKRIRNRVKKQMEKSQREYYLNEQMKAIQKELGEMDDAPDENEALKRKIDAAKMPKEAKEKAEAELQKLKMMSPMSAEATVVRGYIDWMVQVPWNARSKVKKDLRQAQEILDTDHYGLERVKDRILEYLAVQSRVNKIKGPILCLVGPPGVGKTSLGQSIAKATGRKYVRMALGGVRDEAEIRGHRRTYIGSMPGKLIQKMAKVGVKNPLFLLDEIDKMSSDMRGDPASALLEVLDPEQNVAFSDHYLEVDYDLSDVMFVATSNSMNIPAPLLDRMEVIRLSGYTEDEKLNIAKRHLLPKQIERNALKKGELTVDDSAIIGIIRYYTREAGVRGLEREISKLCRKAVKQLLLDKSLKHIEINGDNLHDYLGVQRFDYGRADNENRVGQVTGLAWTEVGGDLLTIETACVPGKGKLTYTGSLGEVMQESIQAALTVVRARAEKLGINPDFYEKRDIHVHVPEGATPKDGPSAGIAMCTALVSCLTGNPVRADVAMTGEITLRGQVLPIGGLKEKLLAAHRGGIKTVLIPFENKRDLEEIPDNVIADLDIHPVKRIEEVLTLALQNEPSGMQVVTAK
STEP block: inhibitors of human striatal-enriched phosphatase STEP | AID 588621 | inhibition, % at 20 µM | recombinant STEP, OMFP fluorogenic substrate, fluorescence | 360,000 tested, 0.25% active;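 active = inhibition at 20 µM, scaled per plate between control wells, above about 37%, limit read from the data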;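 also: 0% = DMSO with enzyme and substrate and 100% = substrate only without enzyme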
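Assay system: isolated STEP enzyme / Timing: 20 min at room temperature, dark / Doses: 20 µM, 1% DMSO / Technique: fluorescence intensity, excitation 480 nm, emission 540 nm / Reagent: fluorogenic phosphatase substrate OMFP at 25 µM final / Measure: percent inhibition scaled to no-enzyme and uninhibited-enzyme controls, plate-pattern corrected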
SUMO1-SIM PPI: SUMO1-SIM interaction modulation | SUMO1 binding to a labelled peptide, TR-FRET, 1 h | P63165 | inhibition, % at 20 µM | 360,000 tested, 0.33% active; in the data active = inhibition above about 37%
Target sequence (P63165 whole entry, looked up): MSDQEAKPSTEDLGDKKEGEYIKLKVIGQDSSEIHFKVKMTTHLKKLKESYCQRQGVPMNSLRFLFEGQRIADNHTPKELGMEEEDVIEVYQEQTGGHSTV
bovine MsrA act: activates bovine MsrA enzyme; 360,000 tested, 0.3% active; purified bovine MsrA, absorbance read-out; AID 602163; activation, % at 10.6 µM; in the data active = activation above about 7.5%;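 also: 0% = vehicle and 100% = reference activator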
CendR NRP1 mod: alters CendR peptide binding to human NRP-1; O14786; FAM-RPARPAR peptide binding to NRP-1, fluorescence polarization; inhibition, % at 25 µM; 360,000 tested, 0.85% active;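 active = inhibition or corrected inhibition above about 18%, plus a signal ratio from 0.5 to 1.5, limit read from the data, passing the limit was not always enough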; also: strong numbers were not always called active
MsrA inhibitor: inhibits bovine methionine sulfoxide reductase A. inhibition, % at 15.5 µM. purified bovine MsrA, absorbance read-out. 360,000 tested, 0.75% active; in the data active = inhibition above about 4.5%;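 also: 0% = vehicle wells with enzyme and 100% = reference inhibitor wells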
TbMetRS inhib: blocks T. brucei methionyl-tRNA synthetase activity; purified T. brucei MetRS, ATP depletion, Kinase-Glo luminescence; inhibition, % at 11.9 µM; 360,000 tested, 0.4% active;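 active = inhibition above a per-plate cutoff of the control wells' mean inhibition plus 3 SD, cut at about 5.5% in these data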;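 also: 0% = DMSO wells median and 100% = median of wells with control inhibitor compound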
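Test system: purified T. brucei MetRS enzyme. Also added: ATP, methionine and E. coli bulk tRNA substrates. Compound: 11.9 µM single point. Schedule: 15 min enzyme-compound preincubation, 2 h reaction, 10 min detection, 25 °C. Signal: luciferase luminescence of residual ATP, Kinase-Glo. Evaluation: percent inhibition versus plate control medians. Controls: DMSO wells, low control.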
LMPTP block: blocks human LMPTP phosphatase; recombinant LMPTP-A, OMFP fluorogenic substrate, fluorescence intensity; inhibition, % at 20 µM; 360,000 tested, 0.22% active;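 active = compounds that cut the enzyme signal by at least half of the control window in the single-dose screen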;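 also: plate controls were DMSO wells with enzyme plus substrate for no effect and substrate without enzyme for full effect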
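Test system: LMPTP-A phosphatase enzyme; input: 0.625 nM LMPTP-A final; reagent: OMFP substrate, 400 µM final; compound dosing: 20 µM single dose, 3% DMSO; incubation: 50 min dark incubation at room temperature; measured by: endpoint fluorescence intensity from OMFP dephosphorylation; measure: % inhibition relative to no-enzyme and uninhibited control wells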
DNMT1 block: blocks human DNA methyltransferase DNMT1; AID 588458; P26358; 360,000 tested, 0.83% active; inhibition (reported as % activation of signal), % at 10 µM; DNMT1 molecular beacon, Hinp1I cleavage, fluorescence; in the data active = inhibition above about 50%
* = called active by the depositor; · = not tested or not shown.

Each structure is followed by: Scp1 inh	E coli Lon inh	STEP block	SUMO1-SIM PPI	bovine MsrA act	CendR NRP1 mod	MsrA inhibitor	TbMetRS inhib	LMPTP block	DNMT1 block
1) CCCN(CCC)C(=O)Cn1c(=O)c2sccc2n2c(=S)sc(-c3ccccc3)c12
  -10	4	4	1	1	42*	-0.4	-0.7	2.1	3
2) COc1ccc(Cl)cc1NS(=O)(=O)c1c(C)[nH]c(C)c1C(=O)N1CCCCC1
  -5	-16	-1	6	-1	-5	0.6	0.6	-0.8	-2
3) O=c1c2ccccc2nnn1CSc1ncnc2ccccc12
  -3	13	0	-2	-2	-5	-0.4	-0.6	0.8	0
4) CCCN(CC1CC1)S(=O)(=O)c1ccc(S(N)(=O)=O)cc1
  -8	2	-3	0	-1	-10	-1.1	0.6	-0.8	0
5) CCc1nn(C(C)C(=O)NCCc2ccccc2)c(=O)c2cc3occc3n12 (centres undefined)
  8	-17	0	4	-13	1	-0.3	-0.1	4.2	4
6) COc1ccc(-c2nnc3n2CCCCC3)cc1
  -5	8	3	-1	-2	5	0.6	-0.2	-1.5	0
7) COc1cc2c(c(O)c1OC)C1Cc3ccc(OC)c(OC)c3CN1CC2 (centres undefined)
  ·	4	0	-2	-1	-3	0.8	0.9	-0.1	-1
8) COc1ccccc1CC(=O)Nc1ccc2c(c1)OC1(CCCC1)O2
  -12	4	3	3	-3	1	-0.4	-0.3	0.8	-6
9) CC(C)c1ccc(NC(=O)CNCC(c2ccccc2)N(C)C)cc1 (centres undefined)
  -11	0	-2	11	-2	5	1.0	-0.6	-3.7	0
10) Cc1noc(/C=C/c2nn(C)cc2Cl)c1[N+](=O)[O-]
  -18	3	-1	-11	-7	23	0.0	-1.1	-0.3	4
11) COc1cc(/C=C/c2ccc(/C=C/c3cc(OC)c(OC)c(OC)c3)cc2)cc(OC)c1OC
  5	-9	1	-25	-2	20*	-1.4	-0.2	-1.5	-30
12) C#CCOCCOCCOCCNc1nc(N2CCOCC2)nc(N2CCN(C(=O)[C@H](CCCCN)n3cc(CCC(=O)O)nn3)CC2)n1
  -2	-1	0	6	-1	7	0.1	0.3	-1.4	4
13) Cc1nc(N2CCN(C(=O)c3ccco3)CC2)nc2c1C(=O)CCC2
  -8	-15	0	0	-2	3	1.6	0.5	0.9	0
14) O=C(O)CCC(=O)N1CCc2cc(S(=O)(=O)NC3CCCC3)ccc21
  -4	-4	3	3	4	-1	-1.5	0.2	-2.4	7
15) O=S1(=O)N=C(Oc2cccc3ccccc23)c2ccccc21
  -9	-11	-3	-1	-3	-8	0.6	-0.4	-0.5	-4

Each structure is followed by: Scp1 inh	E coli Lon inh	STEP block	SUMO1-SIM PPI	bovine MsrA act	CendR NRP1 mod	MsrA inhibitor	TbMetRS inhib	LMPTP block	DNMT1 block
16) N#Cc1ccc(-c2ccccc2)nc1Sc1ccc(F)cc1
  -10	-3	2	2	0	-12	2.1	0.4	-0.2	7
17) Cc1ccc(-c2cc(-c3ccco3)c(C#N)c(=O)[nH]2)cc1
  22	21	4	0	-1	-89	1.9	0.6	49*	58*
18) CC(=O)N=c1scc(-c2ccccc2)n1-c1cccc(O)c1
  -4	8	4	-1	-4	1	0.5	-0.2	-0.1	2
19) O=C(O)CN1C(=O)/C(=C\c2cc(Br)ccc2OCc2ccc(F)cc2)SC1=S
  8	-8	6	8	-6	-86	0.9	0.1	3.8	24
20) COc1ccc(Cc2c(C)nc(N)nc2Cl)cc1
  6	9	0	1	-12	1	-1.7	-1.4	2.0	3
21) CCN(CCCNC(=O)C1CCC(=O)N1C(C)C)c1cccc(C)c1 (centres undefined)
  -4	-7	-2	-2	-2	-5	-0.8	-0.6	-1.6	3
22) CCC(NS(=O)(=O)c1cnn(CC)c1)c1ccccc1 (centres undefined)
  -7	2	2	1	-2	1	2.0	0.6	0.0	-4
23) CSc1ncccc1C(=O)OCC(=O)N1CCCC1
  2	8	-2	4	-3	1	-0.9	-0.6	-0.7	1
24) CCC(=O)Nc1cccc(NC(=O)COc2ccc(OC)cc2)c1
  0	3	4	-4	-2	11	0.8	-0.1	-0.2	11
25) CC(C)(C)N1CC(c2nc3ccccc3n2Cc2ccc(Cl)cc2)CC1=O (centres undefined)
  2	-2	0	-1	-13	-1	-0.8	0.9	-0.5	-1
26) CCS(=O)(=O)N1Cc2ccccc2CC1C(=O)Nc1ccccc1OC (centres undefined)
  -8	-14	0	2	-8	-6	-0.5	-0.2	2.0	-1
27) CCOC(=O)c1nc2c(=O)n(C)c(=O)n(C)c2n(C)c1=O
  -3	-4	0	-36	-9	0	2.4	-1.2	-1.4	2
28) O=C(N/N=C\c1ccc(O)c([N+](=O)[O-])c1)C1COc2ccccc2O1 (centres undefined)
  -8	5	2	-32	-6	3	2.9	-0.4	-2.2	1
29) Cc1ccc(C2/C(=C(/O)c3ccc(Cl)cc3)C(=O)C(=O)N2CC2CCCO2)o1 (centres undefined)
  -7	-3	4	-7	-1	-3	1.1	-0.2	-3.0	-3
30) CCOC(=O)c1sc(C)c(C(N)=O)c1NC1=NCCCCC1
  5	-1	-2	-17	-2	8	1.9	-0.5	-0.9	-1

Each structure is followed by: Scp1 inh	E coli Lon inh	STEP block	SUMO1-SIM PPI	bovine MsrA act	CendR NRP1 mod	MsrA inhibitor	TbMetRS inhib	LMPTP block	DNMT1 block
31) COc1cccc(/C=C/C(=O)OCC(=O)c2c(N)n(C)c(=O)n(C)c2=O)c1
  -5	-13	-5	-9	-12	2	2.5	-0.1	0.0	3
32) COc1cccc(CN(Cc2ccccc2F)S(=O)(=O)c2ccc(S(=O)(=O)NCc3ccccc3)cc2)c1
  -2	9	1	-1	-3	-5	0.2	-0.2	0.9	11
33) O=C(NCCN1CCOCC1)c1ccc2c(c1)ncn2C1CCCCC1
  5	0	-3	-2	-3	4	0.5	-0.3	-1.4	-2
34) CCOC(=O)N1CCN(C(=O)COc2ccc(Cl)cc2)CC1
  -4	14	-1	-1	-7	-206	0.0	-1.3	-2.1	0
35) Cc1ccsc1CN(C)CC(=O)Nc1cccc(S(=O)(=O)N(C)c2ccccc2)c1
  -2	5	1	3	-3	-10	1.8	-0.3	1.1	-3
36) CCCCNC(=O)C[C@@H]1C[C@@]2(C(=O)OC)CC(C)(C)CC=C2N(Cc2ccco2)C1=O
  ·	·	·	-4	·	-1	-0.9	-0.3	0.2	·
37) COC(=O)Nc1ccc(OCC(=O)N2CCOCC2)cc1
  -8	-5	4	1	-3	-1	-0.1	0.1	-0.7	3
38) COc1ccc(CC(=O)NC(=S)Nc2ccc(S(=O)(=O)NC(C)(C)C)cc2)cc1
  -10	-1	-2	-3	-4	13	-0.5	-0.3	2.1	-15
39) CCCCN1CC(=O)N2[C@H]3c4ccccc4OC[C@@H]3[C@H](c3ccccc3)[C@]2(C)C1=O
  -9	8	-1	-1	-1	5	-1.0	-0.3	0.1	2
40) Cc1ccc(C(=O)NCC(=O)OCC(=O)Nc2ccccc2C#N)s1
  4	2	0	1	-3	-6	-0.2	0.2	-0.1	10
41) CC1(C)CC(=NNC(=O)c2n[nH]c3c2CCC3)CC(C)(C)N1
  1	-4	-1	-1	-10	-10	1.0	-1.1	-1.5	6
42) Cc1noc(C)c1C(=O)Nc1ccccn1
  0	-4	-1	0	-1	-3	0.6	0.0	-0.4	-3
43) Cc1c(C(=O)NCC(C)C)sc2nc(-c3ccc(F)cc3)cn12
  -9	-7	0	2	-4	8	0.2	0.0	-3.2	2
44) CCCN(Cc1cc2ccccc2[nH]c1=O)C(=O)c1cccc([N+](=O)[O-])c1
  -2	0	-2	-13	-7	7	0.2	-1.0	0.4	1
45) Cc1ccc(CNS(=O)(=O)c2ccc(CN3C(=O)c4cccnc4C3=O)cc2)o1
  1	7	2	-25	-4	12	2.0	0.0	-0.6	-1

Each structure is followed by: Scp1 inh	E coli Lon inh	STEP block	SUMO1-SIM PPI	bovine MsrA act	CendR NRP1 mod	MsrA inhibitor	TbMetRS inhib	LMPTP block	DNMT1 block
46) O=C(COC(=O)Cc1ccc(S(=O)(=O)N2CCOCC2)s1)NCc1ccccc1
  6	-8	4	-2	-10	-6	-0.8	-1.1	1.7	1
47) CC(C)(C)NC(=O)NC(=O)COC(=O)C1CC(=O)N(Cc2ccccc2)C1 (centres undefined)
  14	-3	0	11	-12	8	0.8	-0.7	-2.2	9
48) CCc1ccc(N2CC(C(=O)N(CC)CC(=O)Nc3c(F)cccc3F)CC2=O)cc1 (centres undefined)
  ·	-14	-2	-74	-4	6	-0.9	-0.2	-7.9	-23
49) CCOc1ccc(S(=O)(=O)Nc2cc(F)ccc2F)c2cccnc12
  43	7	31	3	-3	3	0.8	-0.8	4.2	28
50) CCc1ccc2c(c1)NC(=O)C2(C)Cc1ccc(F)cc1 (centres undefined)
  ·	-1	0	4	-3	7	-0.6	-0.3	-1.2	0
51) O=C(N[C@@H]1C/C=C\C[C@@H](CC(=O)N(CCO)Cc2ccccc2)C(=O)NCCOC1=O)OCC1c2ccccc2-c2ccccc21
  4	10	2	-4	-8	4	·	-0.5	0.9	29
52) COc1ccccc1CNC(=O)C(=O)c1cn(CC(=O)N2CCOCC2)c2ccccc12
  -6	3	3	-11	-1	-4	2.3	-0.4	-1.1	3
53) C(=Cc1c[nH]c2ccccc12)c1nccc2ccccc12
  -1	11	-12	-37	-1	-73	0.4	0.6	8.4	-15
54) O=C(C1CC=CCC1)N1CCN(S(=O)(=O)c2ccc(F)cc2)CC1 (centres undefined)
  0	-13	-1	4	-9	2	0.2	-0.5	-0.9	3
55) CCOc1ccc(CCNC(=O)c2[nH]c(C)c(C(C)=O)c2C)cc1OCC
  -10	-9	-2	-3	-3	11	-0.1	-0.8	-1.1	1
56) CCCCn1c(O)c(N=NC(=O)c2ccncc2)c2cc(Br)ccc21
  -3	2	5	-22	-1	10	1.0	0.2	1.2	-5
57) COc1ccc(NS(=O)(=O)c2cn(C)cn2)cc1Cl
  0	-1	2	-3	-2	4	2.0	-0.2	-0.2	2
58) CCCCc1[nH]c(=O)c(C#N)c2c1CCCC2
  0	-2	1	3	-4	-1	2.6	-0.6	1.4	-3
59) O=C(COC(=O)COc1ccc(Br)cc1)NC1CCS(=O)(=O)C1 (centres undefined)
  ·	-16	-1	3	-4	-8	1.1	-0.1	-2.1	1
60) O=C(Nc1ccc(Cl)cc1)c1csc([C@@H]2O[C@H](CO)[C@H](O)[C@H](O)[C@H]2O)n1
  ·	2	-1	5	0	-8	-0.6	-0.2	0.3	4
